Source: PubChem (National Center for Advancing Translational Sciences (NCATS))
TGFb SMAD3 inh: qHTS for Inhibitors of TGF-b; HepG2 CAGA-GFP TGF-b/SMAD3 reporter, GFP fluorescence, 18 h; TGF-beta stimulated, 500 pg/mL final; Potency, µM (top dose mostly 46.1 µM), for inactives: at the highest dose activity, negative = inhibition, actives largely listed as inhibitors; actives 1.2% (n = 410,000); also: potency is read from the fitted curve at half-maximal effect; % is scaled to controls: 0 for no effect and ±100 for the full control effect; nearly all actives have a fitted effect of over 65% in size
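First, reporter cells (HEPG2 CAGA-GFP) rested 2 h at 37 degrees C. Next, compounds were pinned in and TGF-beta added to 500 pg/mL final. After 18 h, GFP was imaged per cell and summed per well.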
HepG2 viability: qHTS for Inhibitors of TGF-b: Cytotox Counterscreen; HepG2 CAGA-GFP viability, ATP luminescence, 18 h; Potency, µM (titrated, usually from 46.1 µM), without a hit: at the highest dose activity change, negative = cytotoxicity, actives largely listed as cytotoxic; actives 0.76% (n = 410,000); AID 588856, 2011; also: potency is read from the fitted curve at half-maximal effect; some results filed as inactive show a strong effect at the top dose
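CellTiter-Glo luminescence gave cytotoxicity after 18 hours at 37 degrees C. The cells were HepG2 CAGA-GFP in 1% FBS DMEM, stimulated with 500 pg/mL TGF-beta after compound addition. %Activity was normalised to no-cell wells (complete cell-killing) and DMSO (no toxicity), and curves were fitted and classified.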
Akt phos inh: HTS Assay for Inhibitors of Akt Phophorylation: Primary Screen | Neuro2A IGF-stimulated pAkt S473 HTRF, 20 min; stronger effect = lower value | activity change, % for hits at 50 µM | actives 0.32% (n = 360,000); in the data active = activity change below about -80%; inconclusive = mostly about -51% to -80%; also: % is scaled to controls: 0 for no effect and ±100 for the full control effect
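Neuro2A cells in DMEM with 0.5% FBS, overnight at 37 deg C, given compound at single 50 µM final, then IGF (6 nM final) for 20 min at 37 deg C. Lysed; phospho-Akt Ser473 by HTRF after 24 h, 665/615 ratio.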
CCT modulator: High-Throughput Screening for Modulators of Cytosolic Chaperonin Activity; purified chaperonin ATPase assay, HTRF ADP detection, 30 min; activity change, % (concentration not given with the values), hits read low; actives 0.3% (n = 360,000); AID 651819, 2012; in the data active = activity change below about -30%; also: % is scaled to controls: 0 for no effect and ±100 for the full control effect
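Nucleotide hydrolysis assay: TRiC at 20–40 nM final (set by batch activity) with 10 uM ATP, 30 min at 37 °C, in presence of 76 uM compound. Detection by competitive ADP HTRF, 30 min ambient.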
MmCpn inh: Inhibitors of TCP-1 ring complex (TRiC) of Methanococcus maripaludis (MmCpn): qHTS; Potency, µM (highest dose often 76.9 µM), inactives show at the top dose activity, negative = inhibition, actives largely listed as inhibitors; actives 0.031% (n = 330,000); Chaperonin Mm-Cpn (Methanococcus maripaludis); AID 504842, 2011; purified Mm-Cpn ATPase, ADP Transcreener TR-FRET; also: potency is read from the fitted curve at half-maximal effect; % is scaled to controls: 0 for no effect and ±100 for the full control effect; nearly all actives have a fitted effect of over 80% in size
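Eu-cryptate anti-ADP/ADP-d2 competition gives a ratio inversely related to ADP. Enzyme at 25 nM was pre-exposed to compound for 10 min, then given 10 uM ATP for 30 min, 37°C throughout.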
Nrf2 inh: Nrf2 qHTS screen for inhibitors; AID 504444, 2011; actives 2.1% (n = 360,000); A549 ARE-Fluc reporter, luciferase luminescence, 18-24 h; Potency, µM (series often up to 46 µM), for the others: top-dose activity change, negative = inhibition, most hits filed as inhibitors; also: potency is read from the fitted curve at half-maximal effect; % is scaled to controls: 0 for no effect and ±100 for the full control effect; nearly all actives have a fitted effect of over 60% in size
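A549 ARE_Fluc cells (5000/well, 5% FBS OPTI-MEM) pre-incubated 2 h, then treated with compounds 18-24 h at 37C/5% CO2 in concentration-response. CellTiter-Fluor viability read first; BugLite luciferase luminescence after 15 min at room temperature gives Nrf2 activity.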
Nrf2 activator: qHTS of Nrf2 Activators | actives 0.31% (n = 410,000) | AID 624171, 2012 | Potency, µM (series often up to 46.1 µM), for inactives: at the highest dose activation, actives largely listed as activators | AREc32 ARE-luciferase reporter (MCF7-derived line), luminescence, 24 h; also: potency is read from the fitted curve at half-maximal effect; % of control where 0% means no effect; nearly all actives have a fitted effect of over 65% in size
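Each well held 1000 AREc32 cells, which were incubated with compound for 24 hr at 37 deg C after overnight attachment, and ARE reporter activity was quantified by firefly luciferase luminescence.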
Abeta rescue: qHTS for compounds that reverse cellular toxicity of Amyloid beta (A-beta) peptide in yeast: Primary Screen. yeast expressing A-beta42, growth rescue, OD600, 48 h; response scale: 0% DMSO, 100% iron-clioquinol control. Potency, µM (series often up to 46.1 µM), for the others: at the highest dose growth rescue, hits mostly activators. actives 0.063% (n = 410,000). AID 1347071, 2019; also: potency is read from the fitted curve at half-maximal effect; nearly all actives have a fitted effect of over 55% in size
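Yeast A-beta toxicity model in growth medium with pinned compounds, 48 h at 30 C; growth read as absorbance at 600 nm. Normalized to FeCl3/clioquinol equimolar mix (positive) and DMSO (negative).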
A549 viability: Nrf2 qHTS screen for inhibitors: counterscreen for cytotoxicity. Potency, µM (doses to about 46 µM), for the others: top-dose activity change, negative = cytotoxicity, usual class: inhibitors. actives 0.16% (n = 390,000). AID 504648, 2011. A549 ARE-Fluc cells, CellTiter-Fluor viability, 18-24 h; also: potency is read from the fitted curve at half-maximal effect; % is scaled to controls: 0 for no effect and ±100 for the full control effect
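A549 ARE_Fluc cells in 5% FBS OPTI-MEM were exposed to compounds in concentration-response for 18-24 h at 37 deg C. Viability was read by CellTiter-Fluor fluorescence (Ex 405/Em 525) after 30 min, before the luciferase read.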
An asterisk follows results filed as active; [ ] = dose if it differs, or a comment. Unless noted, calls follow the shape of the dose curve; as a rule, active = well fitted curve in the direction sought with a large enough effect; inconclusive = small, poorly fitted or top-dose-only effect, or another doubt; inactive = no such curve, though single readings can be large; an effect the other way counts as inactive or inconclusive.

How did CCc1cc2c3c([nH]c2cc1S(=O)(=O)NCCCOC)CC(C)(C)CC3=O do in these assays?
TGFb SMAD3 inh: 7%; HepG2 viability: -13%; Akt phos inh: inactive; CCT modulator: 1.6; MmCpn inh: 1%; Nrf2 inh: -19%; Nrf2 activator: 3.5%; Abeta rescue: -6%; A549 viability: 0%

Results for CCOc1ccccc1-n1c(SCC(N)=O)nnc1-c1ccccc1 ?
TGFb SMAD3 inh: 7%; HepG2 viability: 3%; Akt phos inh: inactive; CCT modulator: -1.0; MmCpn inh: -20%; Nrf2 inh: 0%; Nrf2 activator: -0.7%; Abeta rescue: -4%; A549 viability: 0%

How did O=C(COc1ccccc1)NCCSCc1ccccc1Cl do in these assays?
TGFb SMAD3 inh: 1%; HepG2 viability: 5%; Akt phos inh: inactive; CCT modulator: 0.4; MmCpn inh: -2%; Nrf2 inh: inconclusive; Nrf2 activator: 3.1%; Abeta rescue: -24%; A549 viability: -4%

What do the screens show for `COc1cccc(CNC(=O)C2CCCN(S(=O)(=O)c3c(C)n[nH]c3C)C2)c1` (stereo not drawn)?
TGFb SMAD3 inh: 10%; HepG2 viability: 10%; Akt phos inh: inactive; CCT modulator: -1.6; MmCpn inh: -8%; Nrf2 inh: -14%; Nrf2 activator: -0.7%; Abeta rescue: -8%; A549 viability: -2%

How did COc1ccccc1NS(=O)(=O)c1cc(NC(=O)c2ccccc2F)ccc1N1CCOCC1 do in these assays?
TGFb SMAD3 inh: -17%; HepG2 viability: -3%; Akt phos inh: inactive; CCT modulator: 1.1; MmCpn inh: -1%; Nrf2 inh: -6%; Nrf2 activator: 0.0%; Abeta rescue: -3%; A549 viability: 0%

What do the screens show for `O=C(CSc1ccccc1)NCc1ccc(F)cc1`?
TGFb SMAD3 inh: 3%; HepG2 viability: 9%; Akt phos inh: inactive; CCT modulator: 2.4; MmCpn inh: 1%; Nrf2 inh: inconclusive; Nrf2 activator: 3.7%; Abeta rescue: -20%; A549 viability: 1%

How did CCOc1ccc(S(=O)(=O)NC2CCCCCC2)cc1 do in these assays?
TGFb SMAD3 inh: inconclusive; HepG2 viability: -1%; Akt phos inh: inactive; CCT modulator: 0.4; MmCpn inh: 1%; Nrf2 inh: inconclusive; Nrf2 activator: 3.9%; Abeta rescue: inconclusive; A549 viability: 9%

Results for Cc1ccc(S(=O)(=O)N2CCOCC2)cc1NC(=O)COC(=O)c1cnccn1 ?
TGFb SMAD3 inh: 4%; HepG2 viability: -4%; Akt phos inh: inactive; CCT modulator: -0.5; MmCpn inh: 2%; Nrf2 inh: 7%; Nrf2 activator: -0.1%; Abeta rescue: -19%; A549 viability: -1%

Results for CCCN(CC(=O)Nc1ccccc1C)C(=O)c1ccc(N2CCCC(C)C2)c([N+](=O)[O-])c1 (stereo not drawn) ?
TGFb SMAD3 inh: inconclusive; HepG2 viability: -12%; Akt phos inh: inactive; CCT modulator: 0.5; Nrf2 inh: -19%; Nrf2 activator: 2.1%; Abeta rescue: 8%; A549 viability: -10%

Results for CC(C)CN(C(=O)COC(=O)CNC(=O)c1ccccc1)c1c(N)n(Cc2ccccc2)c(=O)[nH]c1=O ?
TGFb SMAD3 inh: -1%; HepG2 viability: -15%; Akt phos inh: inactive; CCT modulator: -1.5; MmCpn inh: 1%; Nrf2 inh: 4%; Nrf2 activator: -0.3%; Abeta rescue: 0%; A549 viability: 0%

How did O=C(C[n+]1ccccc1)N/N=C/c1ccc(Cl)cc1 do in these assays?
TGFb SMAD3 inh: 18%; HepG2 viability: 8%; Akt phos inh: inactive; CCT modulator: 0.9; MmCpn inh: 1%; Nrf2 inh: 3%; Nrf2 activator: -1.4%; Abeta rescue: 13%; A549 viability: 8%

Results for COc1cccc(-c2ccc(NC(=O)C3CCCN(Cc4ccco4)C3)cc2)c1 (stereo not drawn) ?
TGFb SMAD3 inh: -15%; HepG2 viability: -24%; Akt phos inh: inactive; CCT modulator: -1.4; Nrf2 inh: inconclusive; Nrf2 activator: 5.1%; Abeta rescue: -7%; A549 viability: inconclusive

How did CC(C)Oc1ccc(C(=O)Nc2ncn[nH]2)cc1 do in these assays?
TGFb SMAD3 inh: 11%; HepG2 viability: 1%; Akt phos inh: inactive; CCT modulator: -2.2; MmCpn inh: 1%; Nrf2 inh: inconclusive; Nrf2 activator: 3.4%; Abeta rescue: 21%; A549 viability: 5%

What do the screens show for `CCNC(=S)Nc1ccc(-c2nc3ccccc3[nH]2)cc1`?
TGFb SMAD3 inh: 3%; HepG2 viability: -4%; Akt phos inh: inactive; CCT modulator: -3.6; MmCpn inh: -2%; Nrf2 inh: inconclusive; Nrf2 activator: 5.9%; Abeta rescue: -8%; A549 viability: -10%

How did O=C(N/N=C/c1sc(N2CCOCC2)nc1-c1ccccc1)c1ccc(O)cc1 do in these assays?
TGFb SMAD3 inh: 4%; HepG2 viability: 18%; Akt phos inh: inactive; CCT modulator: -0.2; MmCpn inh: -14%; Nrf2 inh: -8%; Nrf2 activator: 2.8%; Abeta rescue: 6%; A549 viability: -18%

What do the screens show for `CCSC1=NC2(CCN(C(=O)NC3CCCCC3)CC2)N=C1c1ccc(C)c(C)c1`?
TGFb SMAD3 inh: -2%; HepG2 viability: 1%; Nrf2 inh: inconclusive; Nrf2 activator: -1.0%; Abeta rescue: 0%; A549 viability: 1%

What do the screens show for `Brc1ccccc1OCCCN1CCCCCC1`?
TGFb SMAD3 inh: 1%; HepG2 viability: 0%; Akt phos inh: inactive; CCT modulator: 2.5; MmCpn inh: -3%; Nrf2 inh: 11%; Nrf2 activator: -0.2%; Abeta rescue: -3%; A549 viability: -11%

Results for CCCCN(C=O)c1c(CC)nc2ccc(C(=O)NCc3ccccc3OC)cn12 ?
TGFb SMAD3 inh: -8%; HepG2 viability: -1%; Akt phos inh: inactive; CCT modulator: -1.4; Nrf2 activator: -0.4%; Abeta rescue: -10%

How did O=C1N(c2ccccc2)CCN1c1ccccc1 do in these assays?
TGFb SMAD3 inh: 1%; HepG2 viability: -14%; Akt phos inh: inactive; CCT modulator: -3.4; MmCpn inh: 0%; Nrf2 inh: inconclusive; Nrf2 activator: 6.5%; Abeta rescue: -5%; A549 viability: 5%

What do the screens show for `O=C(CNC(=O)/C(=C\c1ccccc1)NC(=O)c1ccc(Br)cc1)OCc1ccccc1`?
TGFb SMAD3 inh: inconclusive; HepG2 viability: -32%; Akt phos inh: inactive; CCT modulator: -0.3; MmCpn inh: 0%; Nrf2 inh: 1%; Nrf2 activator: 2.1%; Abeta rescue: 2%; A549 viability: -2%

Results for COC(c1ccccc1)c1nnc(CCC(=O)NCCc2ccc(Cl)cc2)o1 (stereo not drawn) ?
TGFb SMAD3 inh: -17%; HepG2 viability: -17%; Akt phos inh: inactive; CCT modulator: 0.6; MmCpn inh: -1%; Nrf2 inh: 2%; Nrf2 activator: -1.1%; Abeta rescue: 5%; A549 viability: -4%

What do the screens show for `O=S(=O)(NCCc1csc(-c2cccnc2)n1)c1cccc(F)c1`?
TGFb SMAD3 inh: 2%; HepG2 viability: 0%; Akt phos inh: inactive; CCT modulator: -1.1; MmCpn inh: 1%; Nrf2 inh: -7%; Nrf2 activator: -0.6%; Abeta rescue: inconclusive; A549 viability: -7%

How did CN(C)CCNc1oc(-c2cccc(Cl)c2)nc1C#N do in these assays?
TGFb SMAD3 inh: 35%[activator]; HepG2 viability: -1%; Akt phos inh: inactive; CCT modulator: -6.7; MmCpn inh: -3%; Nrf2 inh: 6%; Nrf2 activator: 0.1%; Abeta rescue: inconclusive; A549 viability: 15%

What do the screens show for `Cc1occc1-c1nnc(SCC(=O)Nc2ccccc2)n1Cc1ccccc1`?
TGFb SMAD3 inh: -12%; HepG2 viability: -5%; Akt phos inh: inactive; CCT modulator: 0.7; MmCpn inh: 1%; Nrf2 inh: inconclusive; Nrf2 activator: 0.4%; Abeta rescue: 6%; A549 viability: -2%

Of the compounds above, two contain a furan ring, fused or not.
Results for COc1cccc(-c2ccc(NC(=O)C3CCCN(Cc4ccco4)C3)cc2)c1 (stereo not drawn) ?
TGFb SMAD3 inh: -15%; HepG2 viability: -24%; Akt phos inh: inactive; CCT modulator: -1.4; Nrf2 inh: inconclusive; Nrf2 activator: 5.1%; Abeta rescue: -7%; A549 viability: inconclusive

What do the screens show for `Cc1occc1-c1nnc(SCC(=O)Nc2ccccc2)n1Cc1ccccc1`?
TGFb SMAD3 inh: -12%; HepG2 viability: -5%; Akt phos inh: inactive; CCT modulator: 0.7; MmCpn inh: 1%; Nrf2 inh: inconclusive; Nrf2 activator: 0.4%; Abeta rescue: 6%; A549 viability: -2%
